# Bioassay records as filed in PubChem.
# A549 viability: A549 cytotoxicity, counter-screen for Nrf2 inhibitors. A549 ARE-Fluc cells, CellTiter-Fluor viability, 18-24 h. Potency, µM (series often up to 46 µM), for the others: at the top dose activity change, negative = cytotoxicity, hits mostly inhibitors. 390,000 tested, 0.16% active; further: potency means the concentration at half of the fitted maximal effect; on the % scale 0 is the no-effect control and ±100 the full control effect
#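 A549 ARE_Fluc cells in 5% FBS OPTI-MEM were exposed to compounds in concentration-response for 18-24 h at 37 deg C. Viability was read by CellTiter-Fluor fluorescence (Ex 405/Em 525) after 30 min, before the luciferase read.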
# Nrf2 activator: activators of Nrf2 (ARE) signaling; AREc32 ARE-luciferase reporter (MCF7-derived line), luminescence, 24 h; Potency, µM (top dose mostly 46.1 µM), inactives show at the top dose activation, actives largely listed as activators; AID 624171; 410,000 tested, 0.31% active; further: potency means the concentration at half of the fitted maximal effect; % of control where 0% means no effect; nearly all actives have a fitted effect of over 65% in size
#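 Nrf2 activation is followed as ARE-luciferase induction in the AREc32 line after one day of compound treatment; luminescence is read with Steady-Glo.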
# TGFb inhibitor: inhibitors of TGF-b signaling. AID 588855. 410,000 tested, 1.2% active. HepG2 CAGA-GFP TGF-b/SMAD3 reporter, GFP fluorescence, 18 h; TGF-beta stimulated, 500 pg/mL final. Potency, µM (doses to about 46.1 µM), without a hit: at the highest dose activity, negative = inhibition, actives largely listed as inhibitors; further: potency means the concentration at half of the fitted maximal effect; on the % scale 0 is the no-effect control and ±100 the full control effect; nearly all actives have a fitted effect of over 65% in size
#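 Inhibition of TGF-beta-driven CAGA-GFP reporter expression in HEPG2 cells is measured by cellular GFP fluorescence after 18 h stimulation with 500 pg/mL recombinant TGF-beta in 1% FBS medium at 37 degrees C.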
# S2 tox: viability counter-screen for ATXN expression inhibitors; Potency, µM (series often up to 56.7 µM), actives largely listed as cytotoxic; S2 cells (HEK-293 line with an ATXN2-luciferase reporter) viability, CellTiter-Fluor protease fluorescence, 24 h; AID 651635; 400,000 tested, 0.49% active; further: potency means the concentration at half of the fitted maximal effect; nearly all actives have a fitted effect of over 40% in size
# Nrf2 block: blocks Nrf2 signaling. A549 ARE-Fluc reporter, luciferase luminescence, 18-24 h. Potency, µM (series often up to 46 µM), inactives show at the top dose activity change, negative = inhibition, usual class: inhibitors. 360,000 tested, 2.1% active. AID 504444; further: potency means the concentration at half of the fitted maximal effect; on the % scale 0 is the no-effect control and ±100 the full control effect; nearly all actives have a fitted effect of over 60% in size
#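 Nrf2 function is reported as luminescence of an ARE-controlled luciferase in A549 cells. Compounds were tested at several concentrations, and a CellTiter-Fluor read on the same wells flagged cytotoxicity.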
# HepG2 viability: kills HepG2 cells in TGF-b inhibitor counter-screen | HepG2 CAGA-GFP viability, ATP luminescence, 18 h | AID 588856 | 410,000 tested, 0.76% active | Potency, µM (highest dose often 46.1 µM), inactives show top-dose activity change, negative = cytotoxicity, most hits filed as cytotoxic; further: potency means the concentration at half of the fitted maximal effect; some results filed as inactive show a strong effect at the top dose
#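 HepG2 CAGA-GFP cells (1000/well, DMEM with 1% FBS) received compound, then TGF-beta at 500 pg/mL final, and were incubated 18 hours at 37 degrees C. Viability was read by CellTiter-Glo luminescence. Media-only wells were set as complete cell-killing and DMSO as no toxicity.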
# IL-2 act: activators of IL-2. activation, % (series mostly up to about 46 µM). AID 652025. IL-2 activation reporter assay, cell-based qHTS; stimulated with anti-CD3/CD4/CD28 beads; in transgenic mouse T cells. 360,000 tested, 0.065% active; in the data active means activation above about 50%; inconclusive means mostly about 30% to 49%; further: 0% is about no effect
#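 Readout: EGFP and DsRed signals by fluorescent plate cytometry. Unstimulated transgenic mouse T cells received compound 60 min before antibody-bead stimulation, then incubated 18 h at 37 degrees C.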
# EPAC2 ag: agonists of human EPAC2 (RAPGEF4) | EPAC2 activation, biochemical qHTS; response scale: 100% = 6.5 mM cAMP response | Q8WZA2 | AID 720711 | Potency, µM (series often up to 154 µM), for inactives: top-dose activation, usual class: activators | 360,000 tested, 0.079% active; further: potency means the concentration at half of the fitted maximal effect; nearly all actives have a fitted effect of over 50% in size
# Target sequence (Q8WZA2 whole entry, looked up): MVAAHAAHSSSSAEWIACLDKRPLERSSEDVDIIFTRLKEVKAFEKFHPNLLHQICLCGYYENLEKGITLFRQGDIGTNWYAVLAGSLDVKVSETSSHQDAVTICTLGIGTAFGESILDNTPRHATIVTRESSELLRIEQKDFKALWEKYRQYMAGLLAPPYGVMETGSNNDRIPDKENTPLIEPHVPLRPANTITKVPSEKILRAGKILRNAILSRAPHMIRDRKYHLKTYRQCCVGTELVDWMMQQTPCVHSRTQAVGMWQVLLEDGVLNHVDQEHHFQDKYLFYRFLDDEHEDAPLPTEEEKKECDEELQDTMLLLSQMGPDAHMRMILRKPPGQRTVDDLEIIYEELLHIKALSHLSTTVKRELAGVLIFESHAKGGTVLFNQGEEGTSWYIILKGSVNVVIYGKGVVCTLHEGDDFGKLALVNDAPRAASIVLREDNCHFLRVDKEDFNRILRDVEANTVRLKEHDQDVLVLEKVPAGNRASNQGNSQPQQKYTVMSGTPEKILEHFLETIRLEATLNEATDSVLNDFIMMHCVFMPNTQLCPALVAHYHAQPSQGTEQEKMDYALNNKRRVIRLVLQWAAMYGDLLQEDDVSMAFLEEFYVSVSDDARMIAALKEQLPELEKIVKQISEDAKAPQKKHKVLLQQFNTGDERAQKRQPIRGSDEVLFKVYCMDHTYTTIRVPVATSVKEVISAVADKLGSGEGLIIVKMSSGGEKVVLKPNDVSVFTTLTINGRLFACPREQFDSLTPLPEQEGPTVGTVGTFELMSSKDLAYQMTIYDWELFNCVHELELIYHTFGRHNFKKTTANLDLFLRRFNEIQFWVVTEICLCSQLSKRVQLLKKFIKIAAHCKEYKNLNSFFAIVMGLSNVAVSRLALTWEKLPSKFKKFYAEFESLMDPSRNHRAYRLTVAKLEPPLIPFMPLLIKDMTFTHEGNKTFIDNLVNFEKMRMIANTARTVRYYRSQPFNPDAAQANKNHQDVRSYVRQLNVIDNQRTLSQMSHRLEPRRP
#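 qHTS, titration series. 100 nM EPAC2 / 250 nM Rap1B-BODIPY-GDP / 50 uM GDP; RT; ex 480/em 540 nm, 5-min reads to 30 min. Norm. to 6.5 mM cAMP = activation.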
# ATXN2 expr inh: ATXN2 expression inhibition. HEK-293 ATXN2-luciferase reporter, luminescence, 24 h. Potency, µM (titrated, usually from 57 µM), without a hit: at the top dose activity change, negative = inhibition, usual class: inhibitors. 360,000 tested, 0.72% active. AID 1745845; further: potency means the concentration at half of the fitted maximal effect; on the % scale 0 is the no-effect control and ±100 the full control effect; nearly all actives have a fitted effect of over 55% in size
#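 qHTS (up to 57 uM final) was run with 24 h compound exposure of reporter cells at 37 °C. Each well was multiplexed: SteadyGlo luminescence measured ATXN2-luciferase expression after a fluorogenic Gly-Phe-AFC viability readout (25 uM final).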
# * hit, by the source's call; i = inactive; ? = inconclusive; · = not tested or not shown; & = joins results of further samples; [ ] = another dose, or the depositor's remark. Unless noted, the call rests on the fitted dose curve; in most records, active means well fitted curve in the direction sought with a large enough effect; inconclusive means small, poorly fitted or top-dose-only effect, or another doubt; inactive means no such curve, though single readings can be large; an effect the other way counts as inactive or inconclusive.
# The first 6 compounds, to show the layout:
SMILES,A549 viability,Nrf2 activator,TGFb inhibitor,S2 tox,Nrf2 block,HepG2 viability,IL-2 act,EPAC2 ag,ATXN2 expr inh
COc1cc(Nc2ccccn2)cc(C(=O)Nc2cccc(C(F)(F)F)c2)c1,0%,-4.6%&3.4%,?,·,-30%,-54%&-56%,-3.2&0.4,0%&19%,?
Cc1cnc(CNC(=O)c2ccc3oc(Cc4ccc(Cl)cc4)nc3c2)cn1,0%,-0.4%,4%,i,-22%,-7%,-0.7,3%,-10%
C=CCn1ccc2c([N+](=O)[O-])cccc2c1=O,1%,1.9%,0%,i,?,19%,2.3,17%,-24%
Cc1ccc(C(=O)Nc2cc3c(cc2N2CCCC2)n(C)c(=O)c(=O)n3C)cc1,-10%,-0.3%,-11%,i,-16%,3%,·,·,4%
CC(CCc1ccccc1)NC(=O)c1cncc(Br)c1 (stereo not drawn),-2%,0.6%,2%,i,-19%,11%,0.2,0%[15.6 µM],-1%
CCOc1ccc(N(CC(=O)NC2CCCCC2)C(=O)CCCC(=O)Nc2ccccn2)cc1,1%,-0.5%,-3%,i,?,1%,0.4,-1%,-20%

# All compounds of this part, from the start:
SMILES,A549 viability,Nrf2 activator,TGFb inhibitor,S2 tox,Nrf2 block,HepG2 viability,IL-2 act,EPAC2 ag,ATXN2 expr inh
COc1cc(Nc2ccccn2)cc(C(=O)Nc2cccc(C(F)(F)F)c2)c1,0%,-4.6%&3.4%,?,·,-30%,-54%&-56%,-3.2&0.4,0%&19%,?
Cc1cnc(CNC(=O)c2ccc3oc(Cc4ccc(Cl)cc4)nc3c2)cn1,0%,-0.4%,4%,i,-22%,-7%,-0.7,3%,-10%
C=CCn1ccc2c([N+](=O)[O-])cccc2c1=O,1%,1.9%,0%,i,?,19%,2.3,17%,-24%
Cc1ccc(C(=O)Nc2cc3c(cc2N2CCCC2)n(C)c(=O)c(=O)n3C)cc1,-10%,-0.3%,-11%,i,-16%,3%,·,·,4%
CC(CCc1ccccc1)NC(=O)c1cncc(Br)c1 (stereo not drawn),-2%,0.6%,2%,i,-19%,11%,0.2,0%[15.6 µM],-1%
CCOc1ccc(N(CC(=O)NC2CCCCC2)C(=O)CCCC(=O)Nc2ccccn2)cc1,1%,-0.5%,-3%,i,?,1%,0.4,-1%,-20%
Cc1cc(C)n2nc(C(=O)NCCc3ccccc3)nc2n1,11%,15%,-4%,i,·,-1%,1.0,-10%,50%[activator]
Cc1c(CCOC(=O)CC23CC4CC(CC(C)(C4)C2)C3)sc[n+]1Cc1ccc([N+](=O)[O-])cc1,2%&3%,5.5%&6.5%,7%&-23%,i,-4%&3%,-4%&-36%,-0.3&-0.2,8%&8%,-31%
Cc1cccc(OCc2nc(-c3cccnc3)no2)c1,0%,3.3%,-14%,i,?,-10%,1.9,5%,16%
Cc1ccc(-c2nnc3n2N=C(c2ccccc2Br)CS3)cc1,-5%,4.0%,?,i,?,-25%,0.2,10%,-17%
COc1ccc(-c2cc(C(F)(F)F)nc(SCCC(=O)N3CCCC3)n2)cc1,-3%,-0.5%,-16%,i,-15%,-14%,-0.8,-10%,-12%
COc1cc(C(=O)NCCC2=CCCCC2)cc(OC)c1OC,·,2.5%,5%,i,-29%,1%,-2.5,2%,17%
CCn1ccc2cc(S(=O)(=O)N3CCCN(C(=O)Nc4cccc(SC)c4)CC3)ccc21,-3%,0.7%,-4%,?,·,-5%,·,·,-7%
CC(C)(C)c1ccc(C(=O)NCCCNC(=O)c2ccccn2)cc1,5%,-0.1%,-15%,i,19%,-7%,-0.4,10%,17%
Cc1ccc(C)c(Nc2cc(C(=O)NC3CCCCC3)c3ccccc3n2)c1,5%,0.2%,5%,i,6%,16%,·,·,5%
COc1cc(S(=O)(=O)Nc2ccc(C(=O)NCC(=O)O)cc2)ccc1NC(C)=O,-8%,0.1%,4%,i,6%,-6%,4.6,3%,-6%
COCCNC(=O)c1cn(Cc2c(F)cccc2Cl)nn1,15%,0.3%,-8%,i,3%,-3%,0.0,10%,2%
CCN(CC)Cc1cc(O)c(CN(CC)CC)cc1O,-6%,-1.1%,-3%,·,3%,-3%,-1.0,9%,-24%
C[C@H](CO)N1C[C@H](C)[C@H](CN(C)C(=O)c2ccc3ccn(C)c3c2)OCc2cnnn2CCCC1=O,·,0.2%,8%,i,·,22%,-0.8,9%,3%
Cc1ccc(NC(=O)Nc2cn(C)c(=O)c3ccccc23)c(Cl)c1,5%,5.3%,3%,i,-16%,-22%,·,·,11%
CCOC(=O)NC(Nc1nnc(C)s1)(C(=O)OCC)C(F)(F)F (stereo not drawn),-1%,0.1%,-9%,i,9%,3%,1.2,-4%,7%
CCc1nc2ccccc2n1CCC(C)C,15%,-0.6%,?,i,12%,-22%,0.0,8%,2%
Cc1cccc(Nc2nc(N)c([N+](=O)[O-])c(N3CC(C)OC(C)C3)n2)c1 (stereo not drawn),?,-0.1%,0%,?,18µM*,1%,-0.9,5%,-29%
CCC(=O)N(NC1=NS(=O)(=O)c2ccccc21)S(=O)(=O)c1ccc(C)cc1,-2%,-0.1%,-8%,i,-3%,-1%,-1.2,6%,7%
O=C(CSc1nc(-c2ccccc2)c(-c2ccccc2)[nH]1)NCCN1C(=O)CSC1=O,-22%,1.6%,?,i,-8%,-2%,-0.1,-1%,-19%
OCC1(CCOc2ccccc2)CCN(Cc2ccccc2C(F)(F)F)CC1,1%,0.0%,?,i,6%,-27%,-2.9,13%,-30%
COc1ccc(Nc2nc(N)nc(CSC(=S)N3CCOCC3)n2)cc1,7%,12%,-1%,i,?,-22%,-1.4,4%,·
CCNC(=S)NS(=O)(=O)c1ccc(CC)cc1,22%,-0.2%,-2%,i,·,-27%,0.4,-5%,-6%
O=[N+]([O-])c1ccccc1Nc1ccccc1[N+](=O)[O-],-5%,2.4%,-9%,?,-2%,3%,-5.5,-9%,4%
CCCSc1nsc(SCCC)c1C(N)=O,-1%,-0.5%,0%,i,4%,7%,-0.1,11%,12%
C=CCc1cc(C)ccc1OCC(O)CN1CCN(c2ccccc2)CC1 (stereo not drawn),-4%,2.6%,?,i,?,-40%,-3.5,10%,-11%
CCC(Cc1ccccc1)NS(=O)(=O)c1c(C)nc2scc(C)n2c1=O (stereo not drawn),2%,0.1%,5%,i,8%,8%,-1.0,-5%,4%
O=C(NCCc1c[nH]c2ccccc12)OC1CC2CC1[C@H]1CCCCN1C2=O (stereo partly drawn),·,-0.3%,·,i,·,·,1.4,14%,17%
Cc1csc(NC(=O)C(C)Oc2ccc(Cl)cc2C)n1 (stereo not drawn),1%,0.4%,?,i,-7%,-25%,0.1,13%,4%
Cc1ccccc1Cn1c(CN2CCN(C(=O)c3ccco3)CC2)nc2c1c(=O)n(C)c(=O)n2C,5%,2.1%,-12%,i,-9%,-25%,-1.0,3%,6%
Cc1noc(C)c1NC(=O)N(C)C[C@H]1OCCCC[C@@H](C)Oc2ccc(NC(=O)c3ccccc3)cc2C(=O)N([C@H](C)CO)C[C@@H]1C,·,-1.7%,19%,i,·,-10%,6.9,5%,0%
CCOC(=O)C1C(=O)C(C(=O)OCC)C(c2cccnc2)NC1c1cccnc1 (stereo not drawn),-5%,0.2%,15%,i,10%,1%,0.1,4%,4%
COc1ccc(C2/C=C\CN(CC3CC3)CC(=O)N2Cc2ccc(F)cc2)cc1 (stereo not drawn),-2%,5.9%,4%,i,6%,-4%,-0.1,9%,-1%
O=C(Cn1cc(C(F)(F)F)ccc1=O)Nc1ccccc1,0%,-0.8%,-13%,i,?,-5%,0.7,8%,30%
COc1ccc(CN2C[C@@H](CO)O[C@@H](n3cnc4c(NC5CC5)ncnc43)C2)cc1,·,0.5%[9.22 µM],16%,i,·,-3%,-0.5,0%,11%
Cc1ccc(NC(=O)CSc2nc3ccccc3nc2Cc2ccccc2)c(C)c1,0%,0.6%,12%,i,·,-11%,·,·,-2%
CCN1C(=O)c2ccccc2Sc2ccc(NC(=O)Cc3ccc(OC)cc3)cc21,-10%,7.1%,?,·,·,-18%,·,·,·
COc1cc(NC(=O)CCS(=O)(=O)c2ccc3nc(C)sc3c2)cc(OC)c1OC,7%,-0.4%,-10%,i,6%,-12%,-3.4,6%,24%
COc1ccc(N2CCN(C3CCCN(C(=O)CCN4CCCCO4)C3)CC2)cc1 (stereo not drawn),-1%,-0.2%,9%,i,9%,-3%,1.7,4%,7%
CCCCn1nnc(NC(=S)NC(=O)c2ccc(OCC)c([N+](=O)[O-])c2)n1,-10%,0.1%,?,i,6%,18%,-5.4,-8%,7%
CCN(CC(=O)NC(=O)NCc1ccccc1)Cc1ccccc1,1%,-0.9%,4%,i,1%,5%,-0.1,-1%,-4%
CCN(CC(=O)Nc1ccc(C(C)=O)cc1)CC(=O)Nc1ccccc1C(F)(F)F,5%,-0.1%,-1%,i,13%,6%,-1.1,0%,-15%
O=C(Nc1c(-c2ccc(Cl)cc2)[nH][nH]c1=O)c1ccccn1,·,6.9%,-6%,i,·,-14%,-0.5,0%,2%

# Record cards, as listed above. Screens in order: A549 viability	Nrf2 activator	TGFb inhibitor	S2 tox	Nrf2 block	HepG2 viability	IL-2 act	EPAC2 ag	ATXN2 expr inh
# Listed for `Cc1ccc(NC(=O)CSc2nc3ccccc3nc2Cc2ccccc2)c(C)c1` : 0%	0.6%	12%	i	·	-11%	·	·	-2%
# Listed for `CCN(CC(=O)Nc1ccc(C(C)=O)cc1)CC(=O)Nc1ccccc1C(F)(F)F` : 5%	-0.1%	-1%	i	13%	6%	-1.1	0%	-15%
